Compound activity as filed in PubChem.
MPTP block: permeability transition pore inhibition | 1.4% of 360,000 active | inhibition, % at 10 µM | isolated mouse mitochondria, Ca2+ swelling absorbance, 30 min;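 active means inhibition of 50% or more, scaled per plate between neutral and stimulator controls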;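 further: 0% = DMSO wells given calcium and 100% = 1 mM EGTA wells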
A3A deaminase: inhibitors of human APOBEC3A DNA deaminase | P31941 | recombinant A3A, FAM/TAMRA ssDNA deamination fluorescence | inhibition, % at 20 µM | 0.41% of 330,000 active | AID 493011;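 active means at least 40% inhibition at 20 µM here, with at most 30% in a related deaminase screen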;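 further: plate controls were A3A with DMSO for no effect and wells lacking A3A enzyme for full effect; some results filed as inactive read as strong as hits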
A3G deaminase: APOBEC3G (human) deaminase inhibition; Q9HC16; inhibition, % at 20 µM; 0.28% of 330,000 active; recombinant A3G, ssDNA deamination FAM/TAMRA fluorescence; AID 493012;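 active means inhibition of at least 40% at 20 µM, with no more than 30% in the related APOBEC3A deaminase screen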;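 further: plate controls were DMSO wells with A3G for no effect and wells lacking A3G enzyme for full effect; some compounds called inactive have numbers as strong as hits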
Target sequence (Q9HC16 whole entry, looked up): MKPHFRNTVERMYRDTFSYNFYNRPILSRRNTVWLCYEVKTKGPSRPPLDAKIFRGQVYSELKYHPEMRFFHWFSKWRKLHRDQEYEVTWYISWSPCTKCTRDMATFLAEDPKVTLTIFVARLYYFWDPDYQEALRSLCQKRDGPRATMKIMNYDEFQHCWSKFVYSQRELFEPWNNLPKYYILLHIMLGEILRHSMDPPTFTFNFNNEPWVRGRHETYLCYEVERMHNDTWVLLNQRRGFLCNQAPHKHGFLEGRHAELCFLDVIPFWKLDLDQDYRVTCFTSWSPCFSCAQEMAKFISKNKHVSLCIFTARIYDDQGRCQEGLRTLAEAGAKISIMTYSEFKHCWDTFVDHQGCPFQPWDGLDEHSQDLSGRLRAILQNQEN
hIAP block: human IAP inhibition | P09923 | purified IAP, CDP-Star luminescence, 30 min | inhibition, % at 10 µM | 0.12% of 330,000 active | AID 2544;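 active means inhibition reaching a set limit with compound at 10 µM in the primary screen, cut at about 35% in these data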;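 further: plate controls were DMSO wells with enzyme for no effect and no-enzyme buffer wells for full effect; values of inactives mirror those of a sister screen read the other way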
Target sequence (P09923 whole entry, looked up): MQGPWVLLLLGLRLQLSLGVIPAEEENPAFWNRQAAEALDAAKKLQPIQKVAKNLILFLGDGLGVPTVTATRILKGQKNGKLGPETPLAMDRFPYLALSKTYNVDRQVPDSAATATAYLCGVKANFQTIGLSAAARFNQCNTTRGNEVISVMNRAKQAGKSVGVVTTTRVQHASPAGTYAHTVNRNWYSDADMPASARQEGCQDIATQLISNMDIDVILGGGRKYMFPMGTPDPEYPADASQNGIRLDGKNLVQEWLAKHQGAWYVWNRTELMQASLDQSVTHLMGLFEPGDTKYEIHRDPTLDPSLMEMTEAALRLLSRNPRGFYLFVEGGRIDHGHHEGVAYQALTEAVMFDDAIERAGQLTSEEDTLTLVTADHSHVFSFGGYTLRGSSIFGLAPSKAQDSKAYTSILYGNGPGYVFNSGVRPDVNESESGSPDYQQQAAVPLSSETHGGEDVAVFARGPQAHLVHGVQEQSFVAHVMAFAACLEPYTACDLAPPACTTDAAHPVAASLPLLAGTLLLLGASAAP
NR3A LBD binder: modulators (binders) of human NR3A ligand-binding domain; NR3A LBD differential scanning fluorimetry, Tm shift; 0% = protein alone, 100% = glycine-bound protein; Tm shift relative to glycine control, % at 25 µM; 2.5% of 340,000 active; AID 1259313;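 active means melting temperature shift of at least 10% of the positive control shift, at one fixed dose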
mIAP inh: mouse IAP inhibition | purified mouse IAP, CDP-Star luminescence, 30 min | inhibition, % at 10 µM | 0.2% of 330,000 active | AID 2806;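 active means inhibition of at least 40% at 10 µM in the primary screen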;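 further: plate controls were DMSO with enzyme for no effect and no enzyme wells for full effect; values of inactives mirror those of a sister screen read the other way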
beta cell repl: induces beta-cell replication in MIN6 cells. proliferation, % at 10 µM. 0.29% of 330,000 active. MIN6 cells proliferation, ATPlite luminescence, 48 h; cells starved in 0.2% serum; 100% = growth in 10% serum. AID 2380;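 active means compounds whose signal lies at least 3.5 SD above the mean of all wells on their plate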;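 further: 0% = DMSO-treated cells in low-serum medium and 100% = 10% serum control; some compounds called inactive have numbers as strong as hits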
hIAP activ: human IAP activation | purified human IAP, CDP-Star luminescence, 30 min; hits give high values; 1 = vehicle-only enzyme, 0 = enzyme-free background | P09923 | 0.16% of 330,000 active | activation factor at 10 µM | AID 2524;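 active means activation factor of the enzyme at least 2-fold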; further: the source names both 10 and 20 µM as test concentration; values of inactives mirror those of a sister screen read the other way
mIAP act: increases mouse intestinal alkaline phosphatase activity. muIAP, CDP-Star luminescence, 30 min; hits give high values; 1 = vehicle-only enzyme signal, 0 = enzyme-free wells. activation factor at 10 µM. 0.24% of 330,000 active. AID 2805;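 active means activation factor of at least 2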; further: the source names both 10 and 20 µM as test concentration; values of inactives mirror those of a sister screen read the other way
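System: Mouse IAP enzyme | Also added: CDP-Star substrate | Dosing: Compounds dispensed in DMSO | Schedule: 30 min enzyme-substrate-compound incubation at room temperature | Technique: Chemiluminescence readout | Control set: DMSO-only wells and no-enzyme negative control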
* = called active by the depositor. Compounds were not picked by outcome; overall some 5% were active at least once.

`O=C(c1ccc(N2CCCCC2)c([N+](=O)[O-])c1)N(c1ccccn1)c1ccccn1` gave MPTP block -1.0, A3A deaminase -3, A3G deaminase 0, hIAP block 3, NR3A LBD binder 0, mIAP inh -1, beta cell repl 2, hIAP activ 0.97 and mIAP act 1.
CCOc1ccccc1NC(=O)c1cc2ccccc2oc1=O was read as MPTP block -0.1, A3A deaminase -5, A3G deaminase -5, hIAP block -5, NR3A LBD binder 1, mIAP inh 3, beta cell repl -2, hIAP activ 1.1 and mIAP act 0.97.
`CCN(CC)CCCNC(=O)CCc1c(C)n(CC)c2cc(-c3ccccc3OC)nn2c1=O` gave MPTP block -0.6, A3A deaminase -2, A3G deaminase -7, hIAP block 3, NR3A LBD binder 0, mIAP inh 2, beta cell repl -3, hIAP activ 0.97 and mIAP act 0.98.
O=C(NN1C(=O)NC2(CCCCC2)C1=O)c1ccc(Cl)s1 was read as MPTP block -0.2, A3A deaminase -5, A3G deaminase -9, hIAP block 10, NR3A LBD binder 2, mIAP inh 7, beta cell repl -3, hIAP activ 0.9 and mIAP act 0.93.
COCCn1c(CN2CC(C)CC(C)C2)nc2c1c(=O)n(C)c(=O)n2C (stereo unspecified) was read as MPTP block -1.5, A3A deaminase -3, A3G deaminase 0, hIAP block 16, NR3A LBD binder 1, mIAP inh 14, beta cell repl 1, hIAP activ 0.84 and mIAP act 0.86.
`COc1ccc(S(=O)(=O)N2CCc3ccccc32)cc1C(=O)OCc1nnc(-c2ccccc2)o1` gave MPTP block 0.2, A3A deaminase 2, A3G deaminase 2, hIAP block 20, NR3A LBD binder 0, mIAP inh 6, beta cell repl -2, hIAP activ 0.8 and mIAP act 0.94.
COc1ccccc1CNc1ccc([N+](=O)[O-])cc1C was read as MPTP block -0.1, A3A deaminase 3, A3G deaminase -5, hIAP block 12, NR3A LBD binder -18, mIAP inh 20, beta cell repl 3, hIAP activ 0.88 and mIAP act 0.8.
For CCOc1ccccc1CN1C(=O)C2(OCCO2)c2ccccc21 the results were MPTP block -0.7, A3A deaminase -7, A3G deaminase -14, hIAP block -27, NR3A LBD binder 0, mIAP inh 6, beta cell repl 0, hIAP activ 1.3 and mIAP act 0.94.
O=C(OCc1ccccc1)c1cc(S(=O)(=O)N2CCCCC2)ccc1N1CCOCC1 was read as MPTP block 1.2, A3A deaminase -2, A3G deaminase -5, hIAP block 7, NR3A LBD binder 2, mIAP inh 5, beta cell repl -1, hIAP activ 0.93 and mIAP act 0.95.
For CC1=C(C(N)=O)C(c2ccccc2)n2nc(-c3ccncc3)nc2N1 (stereo unspecified) the results were MPTP block -3.5, A3A deaminase 2, A3G deaminase -4, hIAP block 7, NR3A LBD binder 0, mIAP inh 4, beta cell repl -3, hIAP activ 0.93 and mIAP act 0.96.
Cc1onc(-c2ccccc2)c1C(=O)Nc1cc(C(F)(F)F)ccc1N1CCOCC1 was read as MPTP block -0.3, A3A deaminase -1, A3G deaminase -3, hIAP block 12, NR3A LBD binder 2, mIAP inh -3, beta cell repl 0, hIAP activ 0.88 and mIAP act 1.
O=C(CNC(=O)c1ccccc1)NC1(C(=O)NC2CCCC2)CCCCC1 was read as MPTP block -2.7, A3A deaminase -3, A3G deaminase -6, hIAP block 11, NR3A LBD binder 2, mIAP inh -6, beta cell repl 3, hIAP activ 0.89 and mIAP act 1.1.
`CC(=O)Nc1ccccc1NC(=O)c1ccccc1-c1ccccc1` gave MPTP block 0.0, A3A deaminase -5, A3G deaminase -2, hIAP block -16, NR3A LBD binder 3, mIAP inh 19, beta cell repl -5, hIAP activ 1.2 and mIAP act 0.81.
For COc1ccc2c(c1)-c1nc(/N=C/c3ccccc3O)sc1CC2 the results were MPTP block -1.3, A3A deaminase 2, A3G deaminase 3, hIAP block 4, NR3A LBD binder 2, mIAP inh 0, beta cell repl -2, hIAP activ 0.96 and mIAP act 1.
`COc1ccc(-c2[nH]ncc2CN2CCN(C3CCCCC3)C(=O)C2)cc1F` gave MPTP block -0.4, A3A deaminase 4, A3G deaminase -7, hIAP block -11, NR3A LBD binder -2, mIAP inh -2, beta cell repl 2, hIAP activ 1.1 and mIAP act 1.
For COCCCNC(=O)c1oc2ccc(S(=O)(=O)N3CCOCC3)cc2c1C the results were MPTP block 1.8, A3A deaminase -2, A3G deaminase -5, hIAP block 14, NR3A LBD binder 0, mIAP inh 7, beta cell repl -1, hIAP activ 0.86 and mIAP act 0.93.
Screening O=C(CN1C(=O)S/C(=C/c2ccncc2)C1=O)Nc1ccccc1 returned MPTP block -1.4, A3A deaminase 1, A3G deaminase -6, hIAP block -23, NR3A LBD binder 0, mIAP inh -1, beta cell repl 1, hIAP activ 1.2 and mIAP act 1.
`Cc1ccc(C)n1-n1c(C)nc2sc3c(c2c1=O)CCCCC3` gave MPTP block 4.5, A3A deaminase 1, A3G deaminase -4, hIAP block -2, NR3A LBD binder 0, mIAP inh -4, beta cell repl -4, hIAP activ 1 and mIAP act 1.
Screening Cc1ccc(N(C(=O)CNC(=O)c2ccco2)C(C(=O)NC2CCCCC2)c2cccnc2)c(C)c1 (stereo unspecified) returned MPTP block 0.1, A3A deaminase -3, A3G deaminase -6, hIAP block 2, NR3A LBD binder -1, mIAP inh 0, beta cell repl -1, hIAP activ 0.98 and mIAP act 1.
`COc1cc2c(cc1OC)C(COc1ccc(F)cc1)N(C(C)=O)CC2` (stereo unspecified) gave MPTP block -1.6, A3A deaminase -2, A3G deaminase -3, hIAP block -12, NR3A LBD binder 0, mIAP inh -2, beta cell repl -1, hIAP activ 1.1 and mIAP act 1.
CCNC(=O)N1CCCC(C(=O)c2ccc(C(F)(F)F)cc2)C1 (stereo unspecified) was read as MPTP block 1.5, A3A deaminase -1, A3G deaminase -4, hIAP block 8, NR3A LBD binder 1, mIAP inh 2, beta cell repl -3, hIAP activ 0.92 and mIAP act 0.98.
`C/C=C(\C)CN1CCC(Oc2ccc(C(=O)NCc3ccccn3)cc2)CC1` gave MPTP block -0.3, A3A deaminase -3, A3G deaminase -1, hIAP block -3, NR3A LBD binder -2, mIAP inh 8, beta cell repl 1, hIAP activ 1 and mIAP act 0.92.
For CCCc1cc(=O)oc2cc(C)cc(OCC(=O)NCCCn3ccnc3)c12 the results were MPTP block 1.0, A3A deaminase 0, A3G deaminase -1, hIAP block -6, NR3A LBD binder -2, mIAP inh -1, beta cell repl -2, hIAP activ 1.1 and mIAP act 1.
For O=C(Nc1nc(-c2ccc3c(c2)OCO3)cs1)c1ccncc1 the results were MPTP block 72*, A3A deaminase 3, A3G deaminase -1, hIAP block -22, NR3A LBD binder -1, mIAP inh 0, beta cell repl -4, hIAP activ 1.2 and mIAP act 1.
CN(Cc1ccon1)C(=O)CCc1nnc(CCCCc2ccccc2)o1 was read as MPTP block 0.3, A3A deaminase 3, A3G deaminase 0, hIAP block -22, NR3A LBD binder -3, mIAP inh 4, beta cell repl -2, hIAP activ 1.2 and mIAP act 0.96.
`COc1ccccc1N1CCN(C(=O)CSc2nnnn2C2CC2)CC1` gave MPTP block -0.8, A3A deaminase 6, A3G deaminase 1, hIAP block 9, NR3A LBD binder 1, mIAP inh -2, beta cell repl 0, hIAP activ 0.91 and mIAP act 1.
Screening Cc1ccc(C(=O)NC(C(=O)Nc2cccc(S(N)(=O)=O)c2)C(C)C)cc1 (stereo unspecified) returned MPTP block 1.3, A3A deaminase 25, A3G deaminase -5, hIAP block 10, NR3A LBD binder -1, mIAP inh -2, beta cell repl -5, hIAP activ 0.9 and mIAP act 1.
For S=C(Nc1cccnc1)Nc1ccccc1Br the results were MPTP block -2.2, A3A deaminase -6, A3G deaminase -5, hIAP block -2, NR3A LBD binder -3, mIAP inh 2, beta cell repl -3, hIAP activ 1 and mIAP act 0.98.
Screening COc1ccc(N2CCN(C(CNC(=O)C3CCCCC3)c3cccnc3)CC2)cc1 (stereo unspecified) returned MPTP block 1.2, A3A deaminase 0, A3G deaminase -1, hIAP block -9, NR3A LBD binder 1, mIAP inh 0, beta cell repl -4, hIAP activ 1.1 and mIAP act 1.
Screening Cn1cnc(C(=O)NCc2ccccc2)c1C(=O)NCc1ccccc1 returned MPTP block -0.9, A3A deaminase -2, A3G deaminase -9, hIAP block -4, NR3A LBD binder 2, mIAP inh -6, beta cell repl -3, hIAP activ 1 and mIAP act 1.1.
`NNC(=S)Nc1cccc(Cl)c1` gave MPTP block 1.3, A3A deaminase -2, A3G deaminase -6, hIAP block -20, NR3A LBD binder -1, mIAP inh 17, beta cell repl 1, hIAP activ 1.2 and mIAP act 0.83.
CCCC(=O)Nc1sc(C)c(-c2ccc(OC)cc2)c1C#N was read as MPTP block 1.6, A3A deaminase -1, A3G deaminase -4, hIAP block 14, NR3A LBD binder -4, mIAP inh 1, beta cell repl 1, hIAP activ 0.86 and mIAP act 0.99.
For COc1ccc(OC)c(Cc2nnc(CCC(=O)NC3C4CC5CC(C4)CC3C5)o2)c1 (stereo unspecified) the results were MPTP block 2.3, A3A deaminase 0, A3G deaminase -3, hIAP block 13, NR3A LBD binder 0, mIAP inh -2, beta cell repl -1, hIAP activ 0.87 and mIAP act 1.
Screening O=C(CSc1nnc(C2CC2)n1-c1ccccc1)N1CCNC1=O returned MPTP block -0.7, A3A deaminase -7, A3G deaminase -11, hIAP block -2, NR3A LBD binder 1, mIAP inh 0, beta cell repl 0, hIAP activ 1 and mIAP act 1.
Cc1ccnc(N/C=C(/NC(=O)c2ccccc2)C(=O)N/N=C\c2ccc(F)cc2)n1 was read as MPTP block -5.7, A3A deaminase 4, A3G deaminase -1, hIAP block -6, NR3A LBD binder -1, mIAP inh 4, beta cell repl 0, hIAP activ 1.1 and mIAP act 0.96.
Screening COc1ccc(F)cc1S(=O)(=O)NCC(c1ccco1)N1CCc2ccccc2C1 (stereo unspecified) returned MPTP block -1.0, A3A deaminase -4, A3G deaminase -10, hIAP block 2, NR3A LBD binder -1, mIAP inh 1, beta cell repl -2, hIAP activ 0.98 and mIAP act 0.99.
Cc1noc(C)c1COc1ccccc1C(=O)N1CCN(S(=O)(=O)c2ccccc2F)CC1 was read as MPTP block -0.6, A3A deaminase 2, A3G deaminase 2, hIAP block 4, NR3A LBD binder 0, mIAP inh -5, beta cell repl -3, hIAP activ 0.96 and mIAP act 1.1.
`S=C(NCc1ccco1)Nc1ccccc1Cl` gave MPTP block 0.5, A3A deaminase -3, A3G deaminase -6, hIAP block -1, NR3A LBD binder -1, mIAP inh 6, beta cell repl -1, hIAP activ 1 and mIAP act 0.94.
For Cc1ccccc1OCCC(=O)OCC(=O)NCCc1ccc(S(N)(=O)=O)cc1 the results were MPTP block 0.8, A3A deaminase -1, A3G deaminase -9, hIAP block -11, NR3A LBD binder 1, mIAP inh -16, beta cell repl -3, hIAP activ 1.1 and mIAP act 1.2.
Screening CC(C)C1Cc2c(C#N)c(N)n(C)c(=S)c2CO1 (stereo unspecified) returned MPTP block -2.4, A3A deaminase -4, A3G deaminase -4, hIAP block 2, NR3A LBD binder -21, mIAP inh 14, beta cell repl 0, hIAP activ 0.98 and mIAP act 0.86.
`CC1(C)C(=O)OC(c2ccc([N+](=O)[O-])cc2)C(C)(C)C1=O` (stereo unspecified) gave MPTP block 3.0, A3A deaminase 0, A3G deaminase -5, hIAP block -17, NR3A LBD binder 3, mIAP inh -6, beta cell repl -4, hIAP activ 1.2 and mIAP act 1.1.
